# MITF primary = human MITF inhibition, primary screen; AlphaScreen MITF homodimerization, bead proximity signal; hit rate 0.91% among 650,000; inhibition, % at 2.6 µM; AID 1259374; in the data active = inhibition above about 50%;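 note: 0% = vehicle wells with protein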
# Target sequence (O75030 whole entry, looked up): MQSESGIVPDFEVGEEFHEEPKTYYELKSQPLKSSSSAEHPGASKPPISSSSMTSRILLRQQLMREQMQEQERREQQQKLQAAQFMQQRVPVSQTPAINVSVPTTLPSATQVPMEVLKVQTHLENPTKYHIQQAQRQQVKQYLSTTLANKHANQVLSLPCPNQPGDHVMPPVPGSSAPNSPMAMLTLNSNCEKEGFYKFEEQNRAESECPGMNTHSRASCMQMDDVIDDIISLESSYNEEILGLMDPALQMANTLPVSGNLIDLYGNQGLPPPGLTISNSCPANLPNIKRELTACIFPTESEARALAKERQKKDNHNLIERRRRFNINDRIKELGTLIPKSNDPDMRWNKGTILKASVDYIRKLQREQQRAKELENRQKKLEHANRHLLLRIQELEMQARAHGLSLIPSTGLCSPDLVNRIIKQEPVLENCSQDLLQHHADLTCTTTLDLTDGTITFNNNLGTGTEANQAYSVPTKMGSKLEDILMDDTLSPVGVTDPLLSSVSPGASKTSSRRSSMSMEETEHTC
# TEAD-YAP block = TEAD-YAP interaction inhibition; hit rate 1.4% among 640,000; AID 1259422; inhibition, % at 9.12 µM; HEK-TIYL cells, TEAD-Gal4/YAP UAS-luciferase luminescence; in the data active = inhibition above about 32%;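 note: 0% = median of test compound wells and 100% = reference inhibitor wells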
# FBW7 act = human FBW7 E3 ligase activation, primary screen; AlphaScreen FBW7–phospho-cyclin E peptide binding, activator screen; normalized activity (activation), % at 26.1 µM; Q969H0; hit rate 0.13% among 650,000; AID 1259310; in the data active = normalized activity above about 1.9%;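 note: purified mutant Fbw7 with reduced substrate affinity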
# GPR151 ag = activates the human receptor GPR151. Q8TDV0. PathHunter beta-arrestin GPR151 cells, luminescence. activation, % at 11.2 µM. hit rate 1% among 650,000. AID 1508602; in the data active = activation above about 4.9%;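 note: 0% = median of compound wells and 100% = cells with positive control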
# Target sequence (Q8TDV0 whole entry, looked up): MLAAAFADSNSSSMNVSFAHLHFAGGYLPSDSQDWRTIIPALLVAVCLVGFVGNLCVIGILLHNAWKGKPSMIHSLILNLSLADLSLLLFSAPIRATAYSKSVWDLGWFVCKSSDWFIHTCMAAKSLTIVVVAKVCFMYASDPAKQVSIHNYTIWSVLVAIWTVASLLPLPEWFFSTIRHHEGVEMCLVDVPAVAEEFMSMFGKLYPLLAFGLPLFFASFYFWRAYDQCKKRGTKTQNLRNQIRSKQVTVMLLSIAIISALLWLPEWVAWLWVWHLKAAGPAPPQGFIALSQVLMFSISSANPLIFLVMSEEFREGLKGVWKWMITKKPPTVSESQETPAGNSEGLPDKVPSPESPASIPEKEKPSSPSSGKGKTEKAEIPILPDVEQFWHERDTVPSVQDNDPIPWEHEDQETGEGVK
# An asterisk follows results filed as active. Random draw from the library; any-hit rate near 3.4%.
SMILES,MITF primary,TEAD-YAP block,FBW7 act,GPR151 ag
O=C(NCc1ccc2c(c1)OCO2)c1cnn2c(C(F)(F)F)cc(-c3ccccc3)nc12,3,1,0.0,0.4
O=C(O)C1Cc2c([nH]c3ccccc23)C(c2ccc(Cl)cc2)N1 (stereo unspecified),14,13,0.4,0.1
Cc1cccc2cc(C#N)c(NCCCNS(=O)(=O)c3ccccc3F)nc12,-7,5,-0.2,-0.1
COC(=O)C1=C(C)N(CC(C)C)C(=O)/C1=C\c1ccc(OCC(=O)Nc2ccccc2)cc1,10,-11,0.2,-1.3
Cc1noc(C)c1COc1ccc(CC(=O)NNC(=O)c2cccs2)cc1,7,-3,-0.1,-1.3
COc1cc([N+](=O)[O-])ccc1NC(=O)Nc1ccc(Cl)c(Cl)c1,-12,5,-0.1,-1.5
COc1cc(C(=O)N2c3ccccc3C(C)(c3ccccc3)CC2(C)C)cc(OC)c1OC (stereo unspecified),7,6,0.0,0.0
Cc1cc(CN(C)Cc2c(C(=O)N3CCc4ccccc4C3)nc3ccc(Cl)cn23)n[nH]1,2,12,0.3,-2.0
COc1ccc(-c2nc(Nc3ccc(C)c(F)c3)c3ccccc3n2)cc1OC,-2,0,0.0,0.0
COc1cc(S(=O)(=O)N(Cc2cccs2)C2CCCC2)ccc1-n1cnnn1,-1,-6,-0.1,0.6
COCC(=O)NC(CC(C)C)c1nnc2n1CCN(C/C(Cl)=C/c1ccccc1)CC2 (stereo unspecified),-1,15,0.0,0.3
O=C(O)c1ccc(N=Cc2cc(Br)ccc2O)cc1,3,5,0.0,-0.5
Cc1ccc([N+](=O)[O-])c(OCCCN2CCOCC2)c1,-10,-7,-0.3,-0.6
N#Cc1c(-c2ccccc2)cc(-c2cccs2)nc1S(=O)Cc1ccccc1 (stereo unspecified),16,13,0.4,-0.5
CC1CN(CCC(=O)NC2CCCc3ccccc32)Cc2ccccc2O1 (stereo unspecified),19,-13,-0.1,0.1
CCn1cc(C(=O)OCc2ccccc2Cl)c(=O)c2ccc(C)nc21,18,-9,1.3,-0.4
CC(=O)N(C)c1ccc(NC(=O)/C=C/c2ccc(F)cc2)cc1,-1,-11,-0.2,0.8
O=C(c1ccc(N2CC3CC(C2)c2cccc(=O)n2C3)c(NS(=O)(=O)c2ccc(F)cc2)c1)N1CCN(c2ccccn2)CC1 (stereo unspecified),9,23,0.1,-0.4
O=C1CCCC(O)=C1C(C1=C(O)CCCC1=O)c1ccc(Br)cc1,-8,-5,-0.2,2.4
C=CCN(CC=C)C(=O)c1cccc(C(=O)N(CC=C)CC=C)c1,6,-14,0.6,1.4
COc1ccc(CCNC(=O)c2cc(Cc3cccc(OC)c3)no2)cc1,1,-46,-0.1,-0.6
CS(=O)(=O)N(CC(=O)NCc1ccccn1)c1cccc(Cl)c1,6,8,0.1,-0.1
O=C(CSc1nc(O)cc(=O)[nH]1)Nc1cccc(F)c1,3,4,-0.3,0.5
Oc1ccc(Br)cc1/C=N/NC(=S)Nc1cccnc1,57*,12,-0.6,-0.3
COCc1ccc(CNc2nc(C)c(-c3ccn(CC4CCCN(C)C4)n3)s2)o1 (stereo unspecified),3,-2,0.2,0.9
O=C(Cn1nnc(-c2ccc(CN3CCCCC3)cc2)n1)Nc1cccc(Cl)c1,3,-4,0.0,-0.9
O=C1N[C@@H](Cc2ccc(Cl)cc2)C(=O)N2CCN(Cc3cnn(-c4ccc(F)cc4)c3)C[C@H]12,12,0,0.1,2.1
O=C(/C=C/c1ccccc1O)c1c(O)c2ccccc2oc1=O,12,7,0.0,-0.2
O=C(O)C1CCC(c2ccccc2)CC1 (stereo unspecified),13,-12,0.1,-0.9
COC(=O)C1CC(=O)N(C)C12CCN(Cc1ccoc1)CC2 (stereo unspecified),5,8,0.3,-1.0
CCOC(=O)c1c(NC(=O)Nc2ccc(C)cc2)sc2c1CCN(C(=O)OCC)C2,-9,7,-0.2,-0.3
COc1ccc(CCNC(=S)NNC(=O)Cc2cccn2C)cc1OC,23,-15,0.3,-0.8
COCCCNC(=O)C1CSC(c2ccc(C)cc2)N1C(=O)Nc1ccc(C)c(C)c1 (stereo unspecified),11,-1,0.1,0.1
CC(C)(C)n1nc2c(c1NC(=O)C1CC1)CS(=O)(=O)C2,8,0,0.6,1.5
CS(=O)(=O)N(CC(=O)Nc1cccc(C(F)(F)F)c1)c1cccc([N+](=O)[O-])c1,-8,1,-0.1,3.2
Cc1c(C(=O)Nc2ccc3c(c2)OCO3)sc2ncnc(N3CCOCC3)c12,1,-13,0.0,-0.2
COc1ccc(C2=NN(S(=O)(=O)c3ccccc3)C(c3ccccc3OC)C2)cc1OC (stereo unspecified),7,-6,0.0,-1.6
CC(C)c1csc(CN2CCN(Cc3ccccc3F)C(CCO)C2)n1 (stereo unspecified),13,7,0.1,3.3
Nc1nccc(-c2ccc3nc(C4COc5ccc(C(=O)NCCN6CCOCC6)cc5C4)[nH]c3c2)n1 (stereo unspecified),-4,2,0.1,2.3
Cc1cc2nc(C3CCCN3C(=O)C3CC(O)CN3Cc3ccccc3)[nH]c2cc1C (stereo unspecified),3,0,-0.3,-0.3
COc1ccc(OC)c(NC(=O)CSc2nc3n[nH]c(C)c3c(=N)n2-c2cc(Cl)ccc2C)c1,7,0,0.0,12*
Cc1c(Cl)cccc1NC(=O)c1cccc(N2C(=O)C3C4C=CC(C5CC45)C3C2=O)c1 (stereo unspecified),4,10,0.0,0.0
CCCCN(C)C(=O)Cn1cc2c(n1)CCCCC2,-4,2,0.0,-0.6
CCSc1nc2ccc(I)cc2c(=O)n1C,22,9,0.1,-0.4
COc1ccc(F)c(CC2(CCC(=O)NCc3ccco3)CCC(=O)N2)c1 (stereo unspecified),11,14,-0.1,0.2
CCN1C(=O)CC(N2CCC(C(N)=O)(N3CCCCC3)CC2)C1=O (stereo unspecified),-6,-5,0.0,-0.7
O=C1CC(c2ccco2)Sc2ccccc2N1Cc1ccc(F)cc1 (stereo unspecified),2,7,-0.1,-0.1
CC(C)C[C@@H]1NC(=O)[C@H]2CN(Cc3ccccc3)CCN2C1=O,-9,-8,0.1,1.1
CCC(C)C(=O)N1CCC(C2(CCC(C)C)NC(=O)NC2=O)CC1 (stereo unspecified),13,0,0.0,-1.2
CCN(CC)c1ccc(/C=C2\N=C(c3ccc(F)cc3)OC2=O)cc1,15,0,0.0,0.4
CCC(CO)NC(=O)Nc1ccc2ccccc2c1 (stereo unspecified),-5,-26,-0.1,3.6
CCn1cnc2c1c(=O)n(CC(=O)O)c(=O)n2Cc1ccccc1,1,3,-0.1,1.1
CCCCCCN1C2=NCCCN2c2ccccc21,8,36*,1.2,-1.3
CC(C)N(CCNC(=O)c1csc(Nc2ccccn2)n1)C(C)C,5,-13,-0.1,4.5
O=C(NNC(=O)C1COc2ccccc2O1)c1cc([N+](=O)[O-])cc([N+](=O)[O-])c1 (stereo unspecified),-4,1,-0.2,-0.8
CCOC(=O)C1=C(C)N=c2s/c(=C\c3ccc(-c4ccc([N+](=O)[O-])cc4)o3)c(=O)n2C1c1ccc2c(c1)OCO2 (stereo unspecified),6,-2,-0.1,-0.4
Nc1c(C(=O)Nc2ccc(F)c(Cl)c2)nnn1Cc1ccc(F)cc1,2,-8,-0.2,2.3
CCOc1cccc(C2CC(c3ccc(CC)cc3)=NC(c3ccccc3F)N2)c1O (stereo unspecified),1,-5,0.3,-0.3
COc1ccc(/C=N/NC(=O)c2ccccn2)cc1Cl,1,-25,0.1,-1.1
CC(C)NC(=O)C1CCN(C2CCN(C(=O)c3ccc(F)cc3)CC2)CC1,-3,5,0.1,0.6

# Other structures follow.
SMILES,MITF primary,TEAD-YAP block,FBW7 act,GPR151 ag
CCCNc1nc(Nc2ccccn2)nc2nc[nH]c12,-1,4,-0.3,-0.1
CCOC(=O)c1c(C)oc2nc(/C(Cl)=C/c3ccc(C(=O)OC)cc3)nc(N)c12,15,11,0.4,-2.0
CCc1ccc2oc(-c3cc(NC(=O)COc4ccccc4C)ccc3Cl)nc2c1,-4,-18,-0.1,1.8
CCn1c(N2CCC(C(=O)NC(C)c3cccs3)CC2)nc2ccccc21 (stereo unspecified),14,8,0.1,-0.6
C[C@@H](Cn1nnc2ccccc21)NC(=O)CCn1c(=O)oc2ccccc21,1,8,-0.1,0.3
O=C1Nc2ccc(NS(=O)(=O)c3ccc(Cl)cc3)c3cccc1c23,-1,2,-0.1,0.0
Cc1ccc(Nc2cc(C)nc(-c3ccccc3O)n2)cc1,4,-7,0.8,-0.5
CCOc1ccc2ccc(OCC)c(/C=C3/SC(=O)N(C)C3=O)c2c1,6,-1,0.0,-0.8
O=C(CCN1C(=O)/C(=C/C=C/c2ccccc2)SC1=S)N1CCOCC1,-4,-3,-0.4,0.3
CCOC(=O)c1ccc(NC(=O)CSc2ncnc3sc4c(c23)CCC4)cc1,0,-5,-0.2,0.0
N#Cc1ccc(C(=O)Nc2ccccc2OC(F)F)c(F)c1,-17,6,-0.2,-1.7
O=C1NN=C2C3CC(CC12)C1=NNC(=O)C1C3 (stereo unspecified),2,-9,-0.3,-1.5
CCOc1ccc(/C=C/C(=O)Nc2ccccc2)cc1,2,51*,0.4,-8.7
O=C(Cc1ccc([N+](=O)[O-])cc1)NNC(=O)c1ccco1,2,-3,0.0,-0.1
COc1cc(S(=O)(=O)NCc2ccccc2)c(OC)cc1Br,6,-2,0.2,-0.7
CCN1C(=O)c2cccc3c(NC(=O)c4cc(F)c(F)c(F)c4F)ccc1c23,7,14,0.3,-0.5
O=C(CN(c1cccc(C(F)(F)F)c1)S(=O)(=O)c1ccccc1)Nc1cccc(Br)c1,-3,-8,-0.2,1.8
CC1CCCCN1S(=O)(=O)c1ccc(C(=O)Nc2ccc3c(c2)C(=O)NC3=O)cc1 (stereo unspecified),10,-4,0.2,-0.5
O=C(Nn1c(-c2cccc(Cl)c2)nc2ccccc2c1=O)c1ccc(F)cc1,4,14,0.1,0.1
Cc1ccccc1N1CC(O)=C(c2nc3ccccc3[nH]2)C1=N,-3,-3,-0.2,0.0
Nc1ncnc(N/N=C/c2ccccc2C(F)(F)F)c1[N+](=O)[O-],19,-37,-0.1,-2.6
Cc1ccc2oc(-c3cccc(NC(=O)c4ccc(C)c(Cl)c4)c3)nc2c1,13,-9,0.5,-1.7
CC(=O)Nc1ccc(C(=O)NC(C)C)cc1,-6,0,-0.1,0.5
CCOC(=O)C(=CNc1ccccc1C(C)C)C(=O)OCC,-10,1,0.1,-1.2
CC(C)(C)c1ccc2c(c1)OCC(C(=O)N1CCC(c3ccncc3)CC1)O2 (stereo unspecified),-11,9,0.2,0.4
CN(C)CCOC(=O)/C(C#N)=C\c1ccc(-c2cccc(Cl)c2)o1,3,-8,-0.1,-3.6
COC(=O)C(C(c1ccccc1)c1c[nH]c2ccccc12)[N+](=O)[O-] (stereo unspecified),-4,-6,-0.1,-0.4
O=C(O)CN1C(=O)C2C3c4ccccc4C(Br)(c4ccccc43)C2C1=O (stereo unspecified),-6,0,-0.6,1.0
O=C(CSc1nc2ccc([N+](=O)[O-])cc2[nH]1)NCc1ccc(C(=O)O)cc1,11,2,-0.1,0.0
Cc1cc(C)cc(OCC(=O)N/N=C/c2ccccn2)c1,25,0,-1.1,2.1
Clc1ccccc1-c1nnc2sc(-c3ccc4c(c3)OCCO4)nn12,-33,19,0.1,-0.3
COC(=O)c1ccc(/C=C/N(C)C)c([N+](=O)[O-])c1,8,-1,-0.1,1.3
Cc1nc(C(=O)N2CCC3(CC2)NC(=O)c2ccccc2N3)cc2c1[nH]c1ccccc12,14,13,-0.1,0.9
Cc1cccc(C)c1NC(=O)c1ccc(=O)n(Cc2ccccc2F)c1,7,-2,1.0,-1.6
CCOc1cccc(/C=C2\NC(=S)N(C)C2=O)c1O,-13,-33,2.4*,-1.6

# Filtered by structure: the entries above with a nitro group on carbon
SMILES,MITF primary,TEAD-YAP block,FBW7 act,GPR151 ag
COc1cc([N+](=O)[O-])ccc1NC(=O)Nc1ccc(Cl)c(Cl)c1,-12,5,-0.1,-1.5
Cc1ccc([N+](=O)[O-])c(OCCCN2CCOCC2)c1,-10,-7,-0.3,-0.6
CS(=O)(=O)N(CC(=O)Nc1cccc(C(F)(F)F)c1)c1cccc([N+](=O)[O-])c1,-8,1,-0.1,3.2
O=C(NNC(=O)C1COc2ccccc2O1)c1cc([N+](=O)[O-])cc([N+](=O)[O-])c1 (stereo unspecified),-4,1,-0.2,-0.8
CCOC(=O)C1=C(C)N=c2s/c(=C\c3ccc(-c4ccc([N+](=O)[O-])cc4)o3)c(=O)n2C1c1ccc2c(c1)OCO2 (stereo unspecified),6,-2,-0.1,-0.4
O=C(Cc1ccc([N+](=O)[O-])cc1)NNC(=O)c1ccco1,2,-3,0.0,-0.1
Nc1ncnc(N/N=C/c2ccccc2C(F)(F)F)c1[N+](=O)[O-],19,-37,-0.1,-2.6
COC(=O)C(C(c1ccccc1)c1c[nH]c2ccccc12)[N+](=O)[O-] (stereo unspecified),-4,-6,-0.1,-0.4
O=C(CSc1nc2ccc([N+](=O)[O-])cc2[nH]1)NCc1ccc(C(=O)O)cc1,11,2,-0.1,0.0
COC(=O)c1ccc(/C=C/N(C)C)c([N+](=O)[O-])c1,8,-1,-0.1,1.3
